FUS suppressor = qHTS for Suppressors of FUS Proteinopathy: Primary screen using FUS-linked yeast assay | S. cerevisiae FUS-expressing, growth rescue, OD600, 24 h | Potency, µM (series often up to 76.6 µM), for inactives: at the top dose growth rescue (activation), actives largely listed as activators | actives 0.24% (n = 390,000);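 further: potency means the concentration at half of the fitted maximal effect; plate controls were DMSO vehicle for no effect and reference control for full effect; nearly all actives have a fitted effect of over 55% in size; some results filed as inactive show a strong effect at the top dose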
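Yeast FUS proteinopathy model; galactose-induced FUS (2%), starting OD 0.005. Cpds in dilution series, 24hr, 30C, 99% humidity. Abs 600 nm growth. Pos ctrl CP55940 (top 92uM final); neg ctrl DMSO.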
aSyn yeast inh = qHTS of alpha-syn Inhibitors; Yeast expressing alpha-synuclein, growth rescue, BacTiter-Glo, 24 h; Potency, µM (highest dose often 46.1 µM), inactives show at the top dose growth rescue (activation), actives largely listed as activators; actives 0.14% (n = 370,000); further: potency means the concentration at half of the fitted maximal effect; % of control where 0% means no effect; nearly all actives have a fitted effect of over 65% in size
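Screening used galactose-induced yeast with toxic alpha-synuclein levels, exposed to compound for 24 hr at 30 deg C. Cell growth, read with BacTiter-Glo luminescence, gave the measured signal.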
Abeta yeast res = qHTS for compounds that reverse cellular toxicity of Amyloid beta (A-beta) peptide in yeast: Primary Screen; yeast expressing A-beta42, growth rescue, OD600, 48 h; response scale: 0% DMSO, 100% iron-clioquinol control; Potency, µM (highest dose often 46.1 µM), inactives show at the top dose growth rescue, most hits filed as activators; actives 0.063% (n = 410,000); further: potency means the concentration at half of the fitted maximal effect; nearly all actives have a fitted effect of over 55% in size
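Yeast growth medium received pinned compounds, then yeast cells expressing toxic A-beta were added; plates incubated at 30 C for 48 hr. Growth read as absorbance at 600 nm, normalized to DMSO and equimolar FeCl3 plus clioquinol controls.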
GLP1R ag = qHTS of GLP-1 Receptor Agonists; Potency, µM (doses to about 45.6 µM), inactives show top-dose activation, most hits filed as activators; AID 624172, 2012; actives 0.007% (n = 380,000); HEK293 GLP-1R CRE-luciferase, luminescence, 4-6 h; cells express a hypersensitive GLP-1R form; Glucagon-like peptide 1 receptor (Homo sapiens), P43220; further: potency means the concentration at half of the fitted maximal effect; % of control where 0% means no effect
Target sequence (P43220 whole entry, looked up): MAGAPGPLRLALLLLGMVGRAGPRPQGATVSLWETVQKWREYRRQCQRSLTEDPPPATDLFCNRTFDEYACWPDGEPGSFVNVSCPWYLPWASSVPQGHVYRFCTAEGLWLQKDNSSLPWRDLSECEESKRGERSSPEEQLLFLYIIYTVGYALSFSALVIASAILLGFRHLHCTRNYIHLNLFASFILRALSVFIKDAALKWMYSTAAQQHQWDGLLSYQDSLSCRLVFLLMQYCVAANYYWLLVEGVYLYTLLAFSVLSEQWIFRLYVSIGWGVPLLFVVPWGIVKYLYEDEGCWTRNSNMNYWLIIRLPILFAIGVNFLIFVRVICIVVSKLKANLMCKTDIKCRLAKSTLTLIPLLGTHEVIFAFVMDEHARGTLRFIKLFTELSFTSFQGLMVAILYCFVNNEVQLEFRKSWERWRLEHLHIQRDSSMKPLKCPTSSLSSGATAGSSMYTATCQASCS
TDP-43 yeast inh = qHTS of TDP-43 Inhibitors. TDP-43 expressing yeast growth rescue, BacTiter-Glo, 24 h. Potency, µM (top dose mostly 46.1 µM), for the others: at the highest dose growth rescue (activation), most hits filed as activators. actives 1.8% (n = 410,000); further: potency means the concentration at half of the fitted maximal effect; % of control where 0% means no effect; nearly all actives have a fitted effect of over 50% in size
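Yeast expressing TDP-43 (pregrown in raffinose, seeded at OD600=0.02 in galactose medium) exposed to compounds 24 hr at 30 deg C. Growth read by BacTiter-Glo luminescence; rescue of toxicity appears as increased signal.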
pAkt inh = HTS Assay for Inhibitors of Akt Phophorylation: Primary Screen; activity change, % for hits at 50 µM; AID 651550, 2012; actives 0.32% (n = 360,000); Neuro2A IGF-stimulated pAkt S473 HTRF, 20 min; active compounds read low; in the data active means activity change below about -80%; inconclusive means mostly about -51% to -80%; further: on the % scale 0 is the no-effect control and ±100 the full control effect
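Neuro2A cells (4,500/well, DMEM with 0.5% FBS) were treated with compound at a single 50 µM final concentration, stimulated with 6 nM IGF for 20 min at 37 °C, and lysed. Phospho-Akt Ser473 was read by HTRF as 665/615 ratio ×10^4.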
DRD3 antagonist = qHTS of D3 Dopamine Receptor Antagonist: qHTS; D3R cells, DiscoveRx beta-arrestin luminescence, antagonist mode; active compounds read low; max response, negative = inhibition, %; actives 2.5% (n = 360,000); in the data active means max response below about -50%; inconclusive means no clear call, values can overlap the other calls; further: on the % scale 0 is the no-effect control and ±100 the full control effect; mostly tested at two doses, the higher about 12 µM
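Cells expressing the human receptor were seeded at 1500 cells/well, incubated overnight at 37 degrees C in 5% CO2, then exposed to library compounds with dopamine controls for 90 minutes at 37 degrees C before luminescent detection.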
PTHR1 agonist = qHTS for PTHR1 Agonists: Primary Screen. Parathyroid hormone/parathyroid hormone-related peptide receptor (Homo sapiens), Q03431. HEK293 GP2 PTHR1 cells, GloSensor cAMP luminescence, 1 h. Potency, µM (doses to about 115 µM), for the others: at the top dose activation, hits mostly activators. actives 0.075% (n = 410,000); further: potency means the concentration at half of the fitted maximal effect; nearly all actives have a fitted effect of over 55% in size; some results filed as inactive show a strong effect at the top dose; inactives centre near -15; many of its hits are not listed in these tables
Target sequence (Q03431 whole entry, looked up): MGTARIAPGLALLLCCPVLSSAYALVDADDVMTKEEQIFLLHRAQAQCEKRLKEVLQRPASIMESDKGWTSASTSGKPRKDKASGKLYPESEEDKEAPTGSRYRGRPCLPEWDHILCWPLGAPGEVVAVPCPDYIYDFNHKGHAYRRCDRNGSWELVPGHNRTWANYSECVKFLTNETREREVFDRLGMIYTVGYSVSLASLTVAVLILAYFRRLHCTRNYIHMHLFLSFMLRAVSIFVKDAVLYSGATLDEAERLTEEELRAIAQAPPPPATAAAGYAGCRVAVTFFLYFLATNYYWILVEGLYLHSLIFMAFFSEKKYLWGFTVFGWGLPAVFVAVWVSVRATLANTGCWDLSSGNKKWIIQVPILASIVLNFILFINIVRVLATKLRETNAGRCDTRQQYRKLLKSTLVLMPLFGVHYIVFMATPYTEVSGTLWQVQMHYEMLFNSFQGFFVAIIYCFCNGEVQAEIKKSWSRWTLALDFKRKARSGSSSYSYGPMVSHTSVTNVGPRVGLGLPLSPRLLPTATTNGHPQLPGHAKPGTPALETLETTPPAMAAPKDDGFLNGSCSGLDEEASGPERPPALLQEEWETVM
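HEK-293-derived GP2 cells expressing PTHR1 and a GloSensor cAMP reporter, 3,000/well, plated overnight, given luciferin plus IBMX (each 0.5 mM as added) for 1 h at 37 °C, then compound for 1 h at 37 °C. Luminescence was read after 15 min at room temperature.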
GLP1R inv ag = qHTS of GLP-1 Receptor Inverse Agonists (Inhibition Mode); Glucagon-like peptide 1 receptor (Homo sapiens), P43220; HEK293 GLP-1R CRE-luciferase, luminescence, 24 h; GLP-1R form is constitutively active; Potency, µM (series often up to 38.3 µM), without a hit: at the highest dose activity change, negative = inhibition, hits mostly inhibitors; AID 624417, 2012; actives 1.6% (n = 410,000); further: potency means the concentration at half of the fitted maximal effect; on the % scale 0 is the no-effect control and ±100 the full control effect; nearly all actives have a fitted effect of over 55% in size
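Seeding at 200 cells/uL, 12 h culture, 24 hr compound treatment, then luciferase reagent and a luminescence read; cells are HEK293 stably expressing a constitutively active GLP-1R plus cAMP-responsive luciferase.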
Starred values were filed as active, the others as inactive; i = inactive; u = inconclusive; x = not tested or not shown; [ ] = another dose, or the depositor's remark. Unless noted, the call rests on the fitted dose curve; in most records, active means well fitted curve in the direction sought with a large enough effect; inconclusive means small, poorly fitted or top-dose-only effect, or another doubt; inactive means no such curve, though single readings can be large; an effect the other way counts as inactive or inconclusive.

SMILES	FUS suppressor	aSyn yeast inh	Abeta yeast res	GLP1R ag	TDP-43 yeast inh	pAkt inh	DRD3 antagonist	PTHR1 agonist	GLP1R inv ag
O=C(CSc1nncs1)NNC(=O)c1ccccc1Br	-3.0%	0.1%	4.1%	5.0%	-12.4%	i	-5.1	i	-24.2%
Cc1nn(Cc2ccc(F)cc2)c2sc(C(=O)Nc3ccc(N4CCOCC4)cc3N3CCOCC3)cc12	x	10.0%	13.1%	12.2%	14.1µM*	i	39.2	-5.0%	-4.4%
Cc1ccccc1CNC(=O)CN1C(=O)C2CCCCN2c2ccc(C(=O)N3CCCC3)cc21 (configuration not stated)	6.0%	x	-10.4%	x	0.0%[9.22 µM]	x	x	-11.0%	1.9%
CC1=C(C(=O)O)N2C(=O)C(NC(=O)c3nn(C)cc3Cl)C2SC1 (configuration not stated)	-5.0%	0.8%	13.1%	-7.0%	12.5%	i	4.2	i	3.1%
COc1ccccc1C1SCCN1S(=O)(=O)c1ccccc1 (configuration not stated)	-8.5%	1.3%	5.6%	-0.3%	28.3%	i	-0.5	i	u
CCC(Sc1nc2cc3c(cc2c(=O)n1Cc1ccco1)OCO3)C(=O)Nc1ccccc1OC (configuration not stated)	u	x	9.0%	2.6%	-16.0%	x	3.0	i	-1.5%
CCOCCc1nnc(NC(=O)Cc2ccc(Br)cc2)s1	5.2%	-12.9%	10.5%	5.9%	-17.8%	i	-24.1	i	7.2%
CCCC(=O)Nc1ccc(C(=O)/C=C/c2ccc(SC)cc2)cc1	10.7%	1.0%	16.2%	3.4%	13.7%	i	-16.0	-3.8%[57.5 µM]	u
COc1ccc(S(=O)(=O)c2c(O)cc(C)c(NS(=O)(=O)c3ccccc3)c2C)cc1	13.6%	1.2%	u	14.5%	-3.0%	i	-2.0	-19.1%	u
CC(OC(=O)c1cc(=O)[nH]c2ccccc12)C(=O)NCc1ccccc1 (configuration not stated)	11.5%	-1.8%	-2.2%	6.5%	-16.0%	i	3.1	i	24.8%
COc1ccc(-c2coc3c(C(=O)NCC(C)C)cccc23)c(C)c1	36.3%	-19.7%	-8.9%	-1.0%	u	i	99.8	-21.6%	u
CCOC(=O)c1nn(-c2ccc([N+](=O)[O-])cc2)cc1O	-5.5%	-7.0%	x	3.0%	2.5%	i	-20.3	-11.3%	17.4%
O=C(CSc1nnnn1Cc1ccccc1)NC1CCCCC1	-5.3%	1.3%	-12.9%	16.5%	-9.7%[0.397 µM]	i	1.7	i	-7.8%
CC(C)(C)CC(C)(C)NCC(O)COc1c(F)cc(Br)cc1F (configuration not stated)	-12.4%	7.0%	25.8%	-19.7%	-2.3%	i	u	-12.4%	10µM*
CC(=O)c1c(C)[nH]c(C(=O)NC2CCSc3ccccc32)c1C (configuration not stated)	11.2%	-1.8%	25.2%	-1.8%	-3.6%	i	-5.3	u	-26.7%

Some values from the results shown.
Under Abeta yeast res, `CCOCCc1nnc(NC(=O)Cc2ccc(Br)cc2)s1` reads 10.5%
Under FUS suppressor, `CCCC(=O)Nc1ccc(C(=O)/C=C/c2ccc(SC)cc2)cc1` reads 10.7%

Some entries already given, limited to PTHR1 agonist.
mol	PTHR1 agonist
CC1=C(C(=O)O)N2C(=O)C(NC(=O)c3nn(C)cc3Cl)C2SC1 (configuration not stated)	i
COc1ccccc1C1SCCN1S(=O)(=O)c1ccccc1 (configuration not stated)	i
CCC(Sc1nc2cc3c(cc2c(=O)n1Cc1ccco1)OCO3)C(=O)Nc1ccccc1OC (configuration not stated)	i

The list continues.
SMILES	FUS suppressor	aSyn yeast inh	Abeta yeast res	GLP1R ag	TDP-43 yeast inh	pAkt inh	DRD3 antagonist	PTHR1 agonist	GLP1R inv ag
CCOC(=O)C1(CC2CC2)CCN(Cc2cnc(-c3ccccc3C)nc2)CC1	-35.6%	6.8%	6.0%	7.6%	u	i	-9.3	-36.1%[inhibitor]	u
CCc1cccc(C)c1NC(=O)CN(C)Cc1ccc(Br)cc1	u	0.2%	5.6%	16.6%	-4.3%	i	-5.3	-34.2%[inhibitor]	u
O=C(O)CSC1CC(=O)N(c2ccc(Br)cc2)C1=O (configuration not stated)	-16.0%	-3.8%	-8.2%	-5.0%	-28.5%	i	-16.3	-4.2%	7.6%
O=C(Cn1c(C(=O)N2CCN(C3CCCCC3)CC2)cc2sccc21)c1ccccc1	20.1%	3.5%	13.6%	1.1%	-10.7%	x	-26.5	-2.9%[57.5 µM]	-23.2%
O=C(Cn1ccc([N+](=O)[O-])n1)NCc1ccccc1	7.2%	0.2%	1.7%	6.4%	21.3%	i	-21.0	-19.1%	18.2%
Cc1ccc(S(=O)(=O)N2C[C@H]3[C@H]4C(=O)N(C)C(=O)[C@H]4CC(=O)[C@H]3[C@@H]2c2ccccc2F)cc1	9.0%	-3.6%	-9.7%	6.1%	14.6%	i	6.2	6.4%	15.4%
CC1(C(=O)NCc2ccc3c(c2)OCO3)CCN1C(=O)C1(c2ccc(Cl)cc2)CC1 (configuration not stated)	21.2%	8.0%	-12.8%	1.6%	25.1µM*	i	-14.6	i	u
CC(OC(=O)CN1C(=O)C2CCCCC2C1=O)C(=O)Nc1ncc(Cl)cc1Cl (configuration not stated)	15.8%	-1.5%	6.5%	-7.7%	-18.8%	i	u	i	-3.2%
CCCCSc1nnc2c(n1)OC=Nc1ccccc1-2	27.2%	-2.6%	2.5%	-3.2%	u	i	9.5	-17.6%	15.6%
C=CC[n+]1c(-c2ccc(OCC)cc2)csc1NNC(=O)Nc1ccccc1	24.2%	-2.7%	-28.2%	16.2%	8.6%	i	-3.0	-23.9%	-25.1%
CC(=O)C1CCC2C3CCC4CC(=O)CCC4(C)C3C(C)(O)CC12C (configuration not stated)	13.5%	-3.9%	-10.6%	16.4%	-11.6%	i	-0.9	-2.2%	11.4%
CCOC(=O)[C@@H]1[C@H]2COc3cc(OC)ccc3[C@H]2N2C(=O)N(c3ccc(C(F)(F)F)cc3)C(=O)[C@@]12C	24.9%	-2.9%	5.8%	0.7%	16.8%	i	-12.6	-15.8%	u
Nc1ccn([C@@H]2O[C@H](C(=O)NCC(F)(F)F)[C@@H](O)[C@H]2O)c(=O)n1	-9.3%	-5.0%	1.0%	-0.8%	21.5%	i	12.6	-15.7%	32.0%[activator]
CCOc1ccc2nc(NC(=O)c3nc(SC)ncc3Cl)sc2c1	0.3%	x	-17.7%	x	14.3%	x	x	-17.6%	6.2%
Cc1cccc(Cn2nnc3c(=O)[nH]c(C4CCN(C(=O)c5ccc(F)cc5)CC4)nc32)c1	-3.8%	x	14.0%	x	-0.6%	x	x	i	12.8%
N#Cc1c(NC(=O)CSc2nc3ccccc3s2)sc2c1CCCC2	x	-5.3%	-5.8%	-4.5%	3.8%	i	5.8	-63.6%[inhibitor]	0.1%
Cc1ccc(Cn2c(C)c3cnn(CC(=O)N4CCN(c5cc(C)ccc5C)CC4)c(=O)c3c2C)cc1	u	x	-53.5%[inhibitor]	x	15.8µM*	x	x	-12.0%	-25.6%
COc1ccc(N(CC(=O)N2CCCCC2)S(=O)(=O)c2ccccc2)c(OC)c1	12.7%	5.5%	16.0%	5.8%	-22.3%	i	7.3	i	8.0%
CCOC(=O)c1nnsc1NC(C)=O	13.4%	-2.6%	7.0%	-6.1%	13.2%	i	15.6	i	-23.1%
Cc1ccc(NC(=O)C(NS(=O)(=O)c2cccc3nsnc23)C(C)C)nc1 (configuration not stated)	18.9%	3.0%	0.0%	-2.3%	-8.1%	i	-28.4	i	4.4%
Cn1c(SCC(=O)NC(c2ccccc2)c2ccccc2)nnc1-c1cccs1	14.6%	-0.3%	6.9%	-0.2%	24.9%	i	-24.8	i	-10.5%
COC(=O)CCCCCNc1ccc(C(=O)OC)cc1N	2.2%	-0.9%	-3.8%	5.2%	26.9%	i	0.0	-7.0%	3.3%
CCOC(=O)/C(C#N)=C/c1cn(CCC(=O)O)nc1-c1ccc(Br)cc1	56.4%	-9.6%	-23.9%	5.6%	-22.2%	i	-7.6	i	-1.5%
CC(=O)Nc1ccc(C(=O)N2CCCC(c3cc(C(=O)Nc4ccccc4)no3)C2)cc1 (configuration not stated)	23.7%	-7.0%	-14.9%	2.0%	5.1%	i	0.0	i	-29.9%
NC(=O)C1CCN(CC(=O)Nc2ccc3c(c2)OCCO3)CC1	x	-4.5%	-4.3%	8.8%	u	i	-28.2	i	6.6%
CCc1c(C)nc2ncnn2c1N1CCC(C(=O)Nc2cccc(C(C)=O)c2)CC1	16.6%	-1.9%	19.1%	-2.9%	-8.5%	x	17.0	i	2.4%
Cc1cc(C)cc(NC(=O)CSc2oc(-c3cccs3)nc2S(=O)(=O)c2ccccc2)c1	u	x	-4.9%	x	3.6%	x	x	-24.2%	16.1%
C/C(=C(\C#N)C(=O)NCCCN1CCOCC1)N(C)C	-31.4%	-14.4%	-2.1%	-9.5%	1.1%	x	10.4	i	5.1%
O=C(NNC(=O)c1ccncc1)Nc1cccc([N+](=O)[O-])c1	-14.4%	-3.6%	-2.2%	-5.6%	2.8%	i	-3.8	i	15.3%

Screening results deposited in PubChem by National Center for Advancing Translational Sciences (NCATS).

These rows are one share of the data; rates above refer to the full screens.
